Source: PubChem
POLB inh: blocks human DNA polymerase beta activity; P06746; Pol beta primer extension/strand displacement, fluorescence kinetic; Potency, µM (series often up to 114 µM), for inactives: at the top dose activity change, negative = inhibition, most hits filed as inhibitors; 1.3% of 340,000 active; AID 485314; further: potency means the concentration at half of the fitted maximal effect; on the % scale 0 is the no-effect control and ±100 the full control effect
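Reaction started by 50 nM substrate onto compound-treated Pol beta (10 nM, 15 min preincubation, room temperature); plates read at 0 min and 10 min. Normalized concentration-effect data fitted by four-parameter Hill equation.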
ERG-DNA inh: inhibitors of human ERG Ets domain-DNA interaction | P11308 | fluorescence polarization, His-ERG Ets domain / labelled DNA | Potency, µM (highest dose often 76.9 µM), for inactives: top-dose FP activity, negative = inhibition, most hits filed as inhibitors | 0.028% of 370,000 active | AID 624246; active means well fitted inhibition curve with a large enough effect in the polarisation, with a control signal flat; inconclusive means small, poorly fitted or top-dose-only effect, or effect the other way, or a change in a side signal; inactive means no such curve, though single readings can be large or run the other way; the % refers to the polarisation;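 further: polarization taken with two DNA probes labelled with fluorescein and Texas red; potency means the concentration at half of the fitted maximal effect; % of control where 0% means no effect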
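His-tagged ERG Ets domain (1 uM in the protein solution; 300mM KCl, 50mM Tris-HCl, 1mM EDTA, 1mM DTT, pH 7.5) received compound, then a probe mix of 5 nM fluorescein-DNA and 100nM Texas-615-DNA. Fluorescence polarization was read for both dyes.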
Apoferritin bind: binds horse apoferritin like a general anesthetic; apoferritin/1-aminoanthracene competitive binding, fluorescence; Potency, µM (highest dose often 77.5 µM), for the others: at the top dose activity change, negative = displacement, hits mostly inhibitors; 0.074% of 350,000 active; further: potency means the concentration at half of the fitted maximal effect; on the % scale 0 is the no-effect control and ±100 the full control effect; nearly all actives have a fitted effect of over 20% in size
Target sequence (P02791 2-175 limits assumed): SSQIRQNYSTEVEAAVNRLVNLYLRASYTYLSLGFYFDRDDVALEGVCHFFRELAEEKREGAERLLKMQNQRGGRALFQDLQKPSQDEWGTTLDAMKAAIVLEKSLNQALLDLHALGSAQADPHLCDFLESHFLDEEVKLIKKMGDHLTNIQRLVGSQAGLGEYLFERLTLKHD
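Steps: apoferritin (10 uM) was premixed with half-saturated 1-AMA in PBS, compounds were pin-transferred, plates stood 10 min at room temperature, fluorescence was read at 380/535 nm, and curves were fitted with a Hill equation.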
TRHR agonist: TRH receptor (human) agonism; 0.18% of 360,000 active; activation, % at 2 µM; TRHR cells, calcium flux fluo-8, FDSS agonist mode; in the data active means activation above about 30%; further: 0% is about no effect
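Steps: seed TRHR cells overnight; add fluo-8 no-wash Ca dye, RT 30 min–1.5 h; record 10 s baseline; pin-transfer compounds; monitor fluorescence 1 cycle/s for the agonist window. Calcium increases flag candidate agonists.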
POLI inh: blocks human DNA polymerase iota activity; Q9UNA4; Pol iota fluorescent replication assay, 10 min; Potency, µM (highest dose often 115 µM), for the others: top-dose activity, negative = inhibition, hits mostly inhibitors; 1% of 390,000 active; AID 588590; further: potency means the concentration at half of the fitted maximal effect
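Fluorescent replication assay read twice, at 0 min and 10 min after adding 50 nM (final) substrate. Enzyme (10 nM) and compounds were first incubated 15 min at room temperature; enzyme-free buffer wells were negative controls.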
Pol kappa inh: blocks human DNA polymerase kappa activity; Q9UBT6; 0.53% of 400,000 active; AID 588579; purified Pol kappa, fluorescent DNA synthesis assay, 10 min; Potency, µM (doses to about 107 µM), for the others: at the highest dose activity, negative = inhibition, usual class: inhibitors; further: potency means the concentration at half of the fitted maximal effect; on the % scale 0 is the no-effect control and ±100 the full control effect
Target sequence (Q9UBT6 whole entry, looked up): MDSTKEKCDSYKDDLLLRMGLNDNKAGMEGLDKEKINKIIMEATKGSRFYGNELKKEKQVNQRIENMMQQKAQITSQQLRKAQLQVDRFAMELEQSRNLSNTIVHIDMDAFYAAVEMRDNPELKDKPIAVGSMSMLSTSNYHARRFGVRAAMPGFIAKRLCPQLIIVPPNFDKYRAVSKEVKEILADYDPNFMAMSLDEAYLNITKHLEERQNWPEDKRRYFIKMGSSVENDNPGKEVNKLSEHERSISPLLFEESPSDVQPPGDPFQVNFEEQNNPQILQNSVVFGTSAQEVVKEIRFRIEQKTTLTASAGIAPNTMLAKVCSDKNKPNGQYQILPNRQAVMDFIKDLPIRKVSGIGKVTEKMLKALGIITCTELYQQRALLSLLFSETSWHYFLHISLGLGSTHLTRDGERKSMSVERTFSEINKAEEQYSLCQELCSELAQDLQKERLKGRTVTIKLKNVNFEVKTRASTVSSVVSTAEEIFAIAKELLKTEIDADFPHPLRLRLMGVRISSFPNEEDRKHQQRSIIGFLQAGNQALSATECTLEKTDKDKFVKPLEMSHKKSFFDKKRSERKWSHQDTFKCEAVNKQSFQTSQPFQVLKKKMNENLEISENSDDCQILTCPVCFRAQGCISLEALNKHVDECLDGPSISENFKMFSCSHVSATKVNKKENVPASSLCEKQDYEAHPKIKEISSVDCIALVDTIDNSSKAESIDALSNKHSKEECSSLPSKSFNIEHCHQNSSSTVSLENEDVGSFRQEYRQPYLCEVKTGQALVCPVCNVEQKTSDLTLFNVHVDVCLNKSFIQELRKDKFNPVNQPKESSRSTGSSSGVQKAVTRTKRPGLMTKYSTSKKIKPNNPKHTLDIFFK
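10 nM Pol kappa preincubated 15 min at room temperature with compounds, then reaction started with substrate at 50 nM final. Fluorescence read kinetically at 0 and 10 min; buffer-only wells served as negative control.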
BLM inh: blocks DNA unwinding by human BLM helicase | P54132 | recombinant BLM DNA unwinding, fluorescence dequenching | Potency, µM (series often up to 56.1 µM), for inactives: at the top dose activity change, negative = inhibition, hits mostly inhibitors | 0.2% of 350,000 active | AID 2528;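 further: potency means the concentration at half of the fitted maximal effect; plate controls were vehicle for no effect and no enzyme for full effect; nearly all actives have a fitted effect of over 35% in size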
APE1 inh: blocks human APE1 abasic DNA cleavage; Potency, µM (titrated, usually from 65.8 µM), inactives show at the top dose activity change, negative = inhibition, most hits filed as inhibitors; 0.35% of 350,000 active; P27695; recombinant APE1, TAMRA/BHQ-2 abasic DNA cleavage fluorescence;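 further: potency means the concentration at half of the fitted maximal effect; plate controls were vehicle for no effect and reference inhibitor for full effect; nearly all actives have a fitted effect of over 55% in size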
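Measures dequenching upon AP-site incision of a 5'-TAMRA/3'-BHQ-2 THF-containing duplex, 50 nM; human APE1 0.75 nM after 15 min room-temperature exposure to compound; kinetic three-point read at one-minute spacing.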
12-LOX inh: blocks human arachidonate 12S-lipoxygenase; AID 1671190; P18054; 1.1% of 580,000 active; purified 12hLO, xylenol orange hydroperoxide absorbance; Potency, µM (doses to about 108 µM), inactives show at the top dose activity change, negative = inhibition, usual class: inhibitors; further: potency means the concentration at half of the fitted maximal effect; on the % scale 0 is the no-effect control and ±100 the full control effect
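Hydroperoxide product was detected by ferrous iron/xylenol orange as the 573 to 405 nm absorbance ratio. Arachidonic acid at 40 uM (final) was turned over for 30 min at room temperature by 150 nM human 12hLO, pH 7.0 Hepes buffer, after 15 min compound preincubation.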
* hit, by the source's call; & = joins results of further samples; [ ] = dose if it differs, or a comment. Unless noted, the call rests on the fitted dose curve; in most records, active means well fitted curve in the direction sought with a large enough effect; inconclusive means small, poorly fitted or top-dose-only effect, or another doubt; inactive means no such curve, though single readings can be large; an effect the other way counts as inactive or inconclusive.

For O=C(CSc1nc(O)c(Cc2ccccc2F)c(=O)[nH]1)N1CCCCCC1 the results were POLB inh 23%, ERG-DNA inh -6%, Apoferritin bind -8%, TRHR agonist 0.5, POLI inh -16%, Pol kappa inh -5%, BLM inh 2%, APE1 inh 15% and 12-LOX inh -1%.
COCC(=O)N(Cc1ccc(OC)cc1)Cc1nc2ccccc2c(=O)[nH]1 was read as POLB inh 27%, ERG-DNA inh 8%, Apoferritin bind -1%, TRHR agonist -0.1, POLI inh 6%, Pol kappa inh 3%, BLM inh -1%, APE1 inh 4% and 12-LOX inh -1%.
`Cn1c2c(c(=O)n(C)c1=O)C(CC(=O)Nc1ccc(F)cc1)C(=O)N2` (centres undefined) gave POLB inh 0%, ERG-DNA inh 5%, Apoferritin bind -4%, TRHR agonist 1.4, POLI inh -60%, Pol kappa inh -4%, BLM inh -6%, APE1 inh 6% and 12-LOX inh 1%.
For COC(=O)c1ccc(-c2noc(CN3CCCCC3c3nccn3C)n2)cc1 (centres undefined) the results were POLB inh 10%, ERG-DNA inh 20%, Apoferritin bind -10%, TRHR agonist -0.6, POLI inh 19%, Pol kappa inh 1%, BLM inh -6%, APE1 inh 7% and 12-LOX inh -13%.
Screening C=CCn1c(NC(=O)c2ccc(C)cc2)c(C#N)sc1=N returned POLB inh 7%, ERG-DNA inh -3%, Apoferritin bind 94%[activator], TRHR agonist 0.3, POLI inh -15%, Pol kappa inh -4%, BLM inh -2%, APE1 inh -6% and 12-LOX inh inconclusive.
Screening CSc1nsc(SC)c1NC(=O)OCc1ccccc1 returned POLB inh 4%, ERG-DNA inh -10%, Apoferritin bind -9%, TRHR agonist -1.0, POLI inh 18%, Pol kappa inh -10%, BLM inh -5%, APE1 inh -2% and 12-LOX inh -16%.
O=C(COC(=O)Cc1ccccc1F)Nc1ccc2[nH]c(=O)[nH]c2c1 was read as ERG-DNA inh 21%, TRHR agonist 0.5, POLI inh 20%, Pol kappa inh -11%, APE1 inh 17% and 12-LOX inh -21%.
`O=C1C(=C(c2ccccc2)c2ccccc2)Nc2ccccc21` gave POLB inh -24%, ERG-DNA inh 11%, Apoferritin bind -21%, TRHR agonist -0.1, POLI inh 5%, Pol kappa inh -15%, BLM inh -12%, APE1 inh 2% and 12-LOX inh 136%[activator].
For CCc1c(C)nc(SCC(=O)N2CC(C)OC(C)C2)[nH]c1=O (centres undefined) the results were ERG-DNA inh 12%, TRHR agonist 0.1, POLI inh 12%, Pol kappa inh 1%, APE1 inh 15% and 12-LOX inh 11%.
CC(C)OCCCNC(=O)C(NS(=O)(=O)c1ccc2c(c1)c(=O)n(C)c(=O)n2C)c1ccccc1 (centres undefined) was read as POLB inh -1%, Apoferritin bind -12%, TRHR agonist -1.1, BLM inh -4% and APE1 inh 3%.
`O=C(NCc1ccc(Cl)cc1)c1ccc(Br)o1` gave POLB inh -3%, ERG-DNA inh -6%, Apoferritin bind -11%[110 µM], TRHR agonist -0.8, POLI inh -10%, Pol kappa inh inconclusive, BLM inh 2%[75.6 µM], APE1 inh -6%&1% and 12-LOX inh -12%.
CC(C)(C)C(=O)N(CCN(C(=O)C(C)(C)C)c1ccccc1)c1ccccc1 was read as POLB inh 18%, ERG-DNA inh 0%, Apoferritin bind -1%, TRHR agonist -1.1, POLI inh 19%, Pol kappa inh -4%, BLM inh -1%, APE1 inh -5% and 12-LOX inh 18%.
For Cc1ccc2nc(-c3ccccn3)c(Nc3ccccc3C)n2c1 the results were POLB inh -21%&-2%, ERG-DNA inh -13%&-8%, Apoferritin bind inconclusive, TRHR agonist -0.2&-2.2, POLI inh 1%&3%, Pol kappa inh 8%&-6%, BLM inh -1%&-5%, APE1 inh -1% and 12-LOX inh -1%&-9%.
CC1(C)C(c2cccs2)=[N+]([O-])C2(CCCCC/C2=N\NC(N)=S)N1O (centres undefined) was read as POLB inh 0%, ERG-DNA inh -3%, Apoferritin bind -4%, TRHR agonist -1.2, POLI inh 6%, Pol kappa inh -7%, BLM inh 4%, APE1 inh 8% and 12-LOX inh inconclusive.
Screening COc1ccc(C2C(C(=O)c3cccs3)=C(O)C(=O)N2c2nncs2)cc1 (centres undefined) returned POLB inh 13%, ERG-DNA inh 3%, Apoferritin bind -17%, TRHR agonist 36*, POLI inh 1%, Pol kappa inh -4%, BLM inh 0%, APE1 inh -7% and 12-LOX inh inconclusive.
Nc1nnc(-c2cc3ccccc3oc2=O)s1 was read as POLB inh -8%, ERG-DNA inh 3%, Apoferritin bind 253%[activator], TRHR agonist -2.5, POLI inh 1%, Pol kappa inh -13%, BLM inh -2%, APE1 inh 4% and 12-LOX inh 26%.
Screening COc1ccc(C(CNC(=O)COc2ccc(Br)cc2F)N2CCCC2)cc1 (centres undefined) returned POLB inh 20%, ERG-DNA inh 7%, Apoferritin bind -5%, TRHR agonist 0.7, POLI inh 163%[activator], Pol kappa inh -1%, BLM inh -4%, APE1 inh -3% and 12-LOX inh -3%.
Screening COc1ccc(-c2nc3sc(CCNS(=O)(=O)c4ccc(F)c(C)c4)c(C)n3n2)cc1 returned POLB inh 2%, ERG-DNA inh -8%, Apoferritin bind -1%, TRHR agonist 0.0, POLI inh 12%, Pol kappa inh -11%[60.1 µM], BLM inh 0% and 12-LOX inh 10%.
For C#CCOCCOCCOCCNc1nc(N2CCN(C(=O)[C@H]([C@@H](C)CC)n3cc(CCCN=C(N)N)nn3)CC2)nc(N2CCN(C(=O)[C@H](CCCCN)n3cc(CCCC)nn3)CC2)n1 the results were POLB inh -10%, ERG-DNA inh -1%, Apoferritin bind -2%, TRHR agonist 0.2, POLI inh -2%, Pol kappa inh -2%, BLM inh 3%, APE1 inh 2% and 12-LOX inh inconclusive.
Screening CN(c1ccccc1)S(=O)(=O)c1ccc(C(=O)Nc2nnc(-c3ccco3)o2)cc1 returned POLB inh 1%, ERG-DNA inh 12%, Apoferritin bind -19%, TRHR agonist -0.7, POLI inh -13%, Pol kappa inh -9%, BLM inh -3%, APE1 inh -2% and 12-LOX inh inconclusive.
`O=C(c1ccc(Cl)c([N+](=O)[O-])c1)N(Cc1ccc(F)cc1)C1CCS(=O)(=O)C1` (centres undefined) gave POLB inh -1%, ERG-DNA inh -8%, Apoferritin bind 8%, TRHR agonist 0.8, POLI inh -2%[58.9 µM], Pol kappa inh -3%, BLM inh -7%, APE1 inh 16% and 12-LOX inh 128%[activator].
For O=C(NCCc1cn2ccccc2n1)c1cc(COc2ccc3ncccc3c2)on1 the results were POLB inh 40µM*, ERG-DNA inh -7%, Apoferritin bind -18%, TRHR agonist 0.3, POLI inh 36%, Pol kappa inh -23%, BLM inh 7%, APE1 inh -3% and 12-LOX inh 11%.
For Cc1cccc(Cc2nnc(NC(=O)c3cccc(S(=O)(=O)N4CCOCC4)c3)s2)c1 the results were POLB inh 6%, ERG-DNA inh 1%, Apoferritin bind 1%, TRHR agonist -2.1, POLI inh 5%, Pol kappa inh -4%, BLM inh 0%, APE1 inh -4% and 12-LOX inh 10%.
For Cn1ccc(C(=O)NC(=S)N2CCSCC2)n1 the results were POLB inh -16%, ERG-DNA inh -6%, Apoferritin bind 1%, TRHR agonist -0.2, POLI inh 14%, Pol kappa inh -8%, BLM inh -4%, APE1 inh 0% and 12-LOX inh inconclusive.
Screening COCC1CCN(Cc2nc(-c3ccc4c(c3)OCO4)no2)C1 (centres undefined) returned POLB inh 15%, ERG-DNA inh inconclusive, Apoferritin bind -4%, TRHR agonist 0.5, POLI inh 67%[activator], Pol kappa inh -21%, BLM inh -5%, APE1 inh 1% and 12-LOX inh 2%.
Screening CSC1=C(C#N)C(c2cccc(Br)c2)CC(=O)N1 (centres undefined) returned POLB inh 21%, ERG-DNA inh -7%, Apoferritin bind 4%, TRHR agonist -1.2, POLI inh 18%, Pol kappa inh -8%, BLM inh -4%, APE1 inh -13% and 12-LOX inh -1%.
Screening C/C(O)=c1/ccc2cccc3nc(C)nc1c23 returned POLB inh inconclusive, Apoferritin bind 117%[activator], TRHR agonist 11, POLI inh 36%[activator], Pol kappa inh -12%, BLM inh -10%, APE1 inh -8% and 12-LOX inh -10%.
`c1ccc(CSc2nnc(-c3ccncc3)o2)cc1` gave POLB inh -11%, ERG-DNA inh 0%, Apoferritin bind -7%, TRHR agonist -0.5, POLI inh 16%, Pol kappa inh 0%, BLM inh -1%, APE1 inh 13% and 12-LOX inh 0%.
Screening O=C(Nc1nncs1)c1ccc(N2C(=O)C3C4C=CC(C4)C3C2=O)cc1 (centres undefined) returned POLB inh -7%, ERG-DNA inh 10%, Apoferritin bind 7%, TRHR agonist 0.0, POLI inh 19%, Pol kappa inh -10%, BLM inh -6%, APE1 inh -2% and 12-LOX inh inconclusive.

Fetched by compound from above, 2 records:
`O=C(c1ccc(Cl)c([N+](=O)[O-])c1)N(Cc1ccc(F)cc1)C1CCS(=O)(=O)C1` (centres undefined) gave POLB inh -1%, ERG-DNA inh -8%, Apoferritin bind 8%, TRHR agonist 0.8, POLI inh -2%[58.9 µM], Pol kappa inh -3%, BLM inh -7%, APE1 inh 16% and 12-LOX inh 128%[activator].
Screening COCC1CCN(Cc2nc(-c3ccc4c(c3)OCO4)no2)C1 (centres undefined) returned POLB inh 15%, ERG-DNA inh inconclusive, Apoferritin bind -4%, TRHR agonist 0.5, POLI inh 67%[activator], Pol kappa inh -21%, BLM inh -5%, APE1 inh 1% and 12-LOX inh 2%.

An excerpt; rates above refer to the full screens.
